ATXN viability – Viability Counterscreen for Primary qHTS for Inhibitors of ATXN expression; S2 cells (HEK-293 line with an ATXN2-luciferase reporter) viability, CellTiter-Fluor protease fluorescence, 24 h; hit rate 0.49% among 400,000; Potency, µM (highest dose often 56.7 µM), usual class: cytotoxic; AID 651635, 2014; also: nearly all actives have a fitted effect of over 40% in size
ATXN2 expr inh – Primary qHTS for Inhibitors of ATXN expression; HEK-293 ATXN2-luciferase reporter, luminescence, 24 h; Potency, µM (series often up to 57 µM), for the others: at the top dose activity change, negative = inhibition, actives largely listed as inhibitors; hit rate 0.72% among 360,000; also: % is scaled to controls: 0 for no effect and ±100 for the full control effect; nearly all actives have a fitted effect of over 55% in size
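qHTS (up to 57 uM final) was run with 24 h compound exposure of reporter cells at 37 °C. Each well was multiplexed: SteadyGlo luminescence measured ATXN2-luciferase expression after a fluorogenic Gly-Phe-AFC viability readout (25 uM final).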
A549 viability – Nrf2 qHTS screen for inhibitors: counterscreen for cytotoxicity; A549 ARE-Fluc cells, CellTiter-Fluor viability, 18-24 h; Potency, µM (titrated, usually from 46 µM), inactives show top-dose activity change, negative = cytotoxicity, actives largely listed as inhibitors; hit rate 0.16% among 390,000; AID 504648, 2011; also: % is scaled to controls: 0 for no effect and ±100 for the full control effect
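A549 ARE-Fluc cells in 5% FBS OPTI-MEM, 5000 cells/well, rested 2 h then exposed to compounds in concentration-response for 18-24 h at 37 °C. Viability by CellTiter-Fluor fluorescence (Ex 405/Em 525) after 30 min; luciferase luminescence (BugLite, 15 min, RT) read afterwards.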
MCF10A rereplic – A quantitative high throughput screen for small molecules that induce DNA re-replication in MCF 10a normal breast cells; hit rate 2.9% among 350,000; Potency, µM (doses to about 46.1 µM), for inactives: at the top dose activity, positive = re-replication, usual class: activators; MCF 10A DNA re-replication, Hoechst nuclear intensity, 48 h; also: % of control where 0% means no effect; nearly all actives have a fitted effect of over 50% in size
Nrf2 block – Nrf2 qHTS screen for inhibitors | A549 ARE-Fluc reporter, luciferase luminescence, 18-24 h | Potency, µM (titrated, usually from 46 µM), for the others: at the top dose activity change, negative = inhibition, most hits filed as inhibitors | hit rate 2.1% among 360,000; also: % is scaled to controls: 0 for no effect and ±100 for the full control effect; nearly all actives have a fitted effect of over 60% in size
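A549 ARE_Fluc cells, 5000/well, 5% FBS OPTI-MEM; compounds in dose-response, 18-24 h at 37 °C/5% CO2; CellTiter-Fluor viability read (Ex 405/Em 525), then BugLite luciferase luminescence = Nrf2 activity.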
Nrf2 ARE act – qHTS of Nrf2 Activators. AREc32 ARE-luciferase reporter (MCF7-derived line), luminescence, 24 h. Potency, µM (highest dose often 46.1 µM), without a hit: at the highest dose activation, actives largely listed as activators. hit rate 0.31% among 410,000; also: % of control where 0% means no effect; nearly all actives have a fitted effect of over 65% in size
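ARE-driven firefly luciferase activity in AREc32 cells measured after a 24 hr compound exposure at 37 deg C, using Steady-Glo reagent and a 30 min room-temperature hold.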
TGFb inhibitor – qHTS for Inhibitors of TGF-b; HepG2 CAGA-GFP TGF-b/SMAD3 reporter, GFP fluorescence, 18 h; TGF-beta stimulated, 500 pg/mL final; Potency, µM (titrated, usually from 46.1 µM), without a hit: at the highest dose activity, negative = inhibition, hits mostly inhibitors; hit rate 1.2% among 410,000; AID 588855, 2011; also: % is scaled to controls: 0 for no effect and ±100 for the full control effect; nearly all actives have a fitted effect of over 65% in size
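HEPG2 CAGA-GFP cells (1000/well, DMEM with 1% FBS) were pre-incubated 2 h at 37 degrees C, given compound by pin tool, then stimulated with TGF-beta at 500 pg/mL final for 18 h before per-cell GFP fluorescence imaging.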
HepG2 tox – qHTS for Inhibitors of TGF-b: Cytotox Counterscreen | HepG2 CAGA-GFP viability, ATP luminescence, 18 h | Potency, µM (doses to about 46.1 µM), without a hit: at the highest dose activity change, negative = cytotoxicity, hits mostly cytotoxic | hit rate 0.76% among 410,000; also: some results filed as inactive show a strong effect at the top dose
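HepG2 CAGA-GFP cells (1000/well, DMEM with 1% FBS) received compound, then TGF-beta at 500 pg/mL final, and were incubated 18 hours at 37 degrees C. Viability was read by CellTiter-Glo luminescence. Media-only wells were set as complete cell-killing and DMSO as no toxicity.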
EPAC2 antag – qHTS for Antagonist of cAMP-regulated guanine nucleotide exchange factor 2 (EPAC2): primary screen. hit rate 0.18% among 360,000. Potency, µM (top dose mostly 114 µM), inactives show top-dose activity, negative = inhibition, hits mostly inhibitors. Rap guanine nucleotide exchange factor 4 (Homo sapiens), Q8WZA2. EPAC2 GEF exchange of Rap1B-BODIPY-GDP, fluorescence. AID 720708, 2013; also: % is scaled to controls: 0 for no effect and ±100 for the full control effect; nearly all actives have a fitted effect of over 45% in size; many of its hits are not listed in these tables
Target sequence (Q8WZA2 whole entry, looked up): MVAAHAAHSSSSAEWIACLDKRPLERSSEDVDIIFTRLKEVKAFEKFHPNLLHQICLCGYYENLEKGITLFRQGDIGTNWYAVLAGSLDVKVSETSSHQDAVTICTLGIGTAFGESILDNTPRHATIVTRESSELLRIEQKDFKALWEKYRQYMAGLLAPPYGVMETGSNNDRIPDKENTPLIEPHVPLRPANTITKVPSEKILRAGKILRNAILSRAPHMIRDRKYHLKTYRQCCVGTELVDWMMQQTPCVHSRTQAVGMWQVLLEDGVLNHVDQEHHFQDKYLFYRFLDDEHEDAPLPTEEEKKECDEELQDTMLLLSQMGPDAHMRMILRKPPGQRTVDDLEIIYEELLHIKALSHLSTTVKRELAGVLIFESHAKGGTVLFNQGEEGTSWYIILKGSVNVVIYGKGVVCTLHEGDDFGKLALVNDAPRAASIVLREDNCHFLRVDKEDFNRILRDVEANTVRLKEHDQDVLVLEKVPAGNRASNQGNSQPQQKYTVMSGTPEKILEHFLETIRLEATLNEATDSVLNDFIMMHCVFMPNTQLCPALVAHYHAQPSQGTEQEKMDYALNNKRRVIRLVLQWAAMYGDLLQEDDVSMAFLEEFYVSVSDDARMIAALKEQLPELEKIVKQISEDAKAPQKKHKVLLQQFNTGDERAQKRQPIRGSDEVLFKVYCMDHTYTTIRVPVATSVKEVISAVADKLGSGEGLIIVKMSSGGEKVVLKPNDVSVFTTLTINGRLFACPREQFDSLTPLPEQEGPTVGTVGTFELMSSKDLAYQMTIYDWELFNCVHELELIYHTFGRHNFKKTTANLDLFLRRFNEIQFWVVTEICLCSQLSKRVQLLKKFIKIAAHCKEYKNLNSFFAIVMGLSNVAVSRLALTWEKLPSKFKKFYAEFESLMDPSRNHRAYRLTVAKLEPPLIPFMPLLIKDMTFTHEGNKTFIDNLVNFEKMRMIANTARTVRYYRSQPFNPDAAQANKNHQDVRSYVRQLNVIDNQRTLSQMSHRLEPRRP
* hit, by the source's call; i = inactive; u = inconclusive; x = not tested or not shown; & = joins results of further samples; [ ] = remark or other dose. Calls follow the shape of the dose curve; as a rule, active = well fitted curve in the direction sought with a large enough effect; inconclusive = small, poorly fitted or top-dose-only effect, or another doubt; inactive = no such curve, though single readings can be large; an effect the other way counts as inactive or inconclusive. Potency is read from the fitted curve at half-maximal effect. This is a subset; count on the stated rates, not on these rows.

Compound,ATXN viability,ATXN2 expr inh,A549 viability,MCF10A rereplic,Nrf2 block,Nrf2 ARE act,TGFb inhibitor,HepG2 tox,EPAC2 antag
COC(=O)c1ccc(CNC(=O)COc2ccccc2Br)o1,i,-2.1%,0.5%,-6.6%,0.6%,2.5%,2.9%,-12.7%,11.0%
CCN(CC)CCCNC(=S)N(CCCO)Cc1cc2cc3c(cc2[nH]c1=O)OCO3,i,6.4%,6.6%,-3.0%,5.5%,0.4%,-12.4%,-7.3%,14.1%
O=C(Cn1cc[n+](CC(=O)c2ccc(Cl)cc2Cl)c1)c1ccc(Cl)cc1Cl,u,-36.7%,12.0%,-1.6%,10.9%,-4.0%,u,-138.7%,5.2%
CCn1cnc2cc(NS(=O)(=O)c3ccc(C)cc3)ccc21,i,0.2%,-4.6%,27.6%,-23.5%,0.3%,u,-2.2%,0.7%
O=C(Nc1ccccc1C(=O)N1CCCC1)C1CCN(c2ncccn2)CC1,i,0.3%,1.5%,8.8%,x,0.8%,33.4%[activator],-0.7%,-0.4%
COc1ccc(NC(=O)COC(=O)C2CCN(C(=O)c3ccc(Cl)cc3)CC2)c([N+](=O)[O-])c1,i,-9.0%,3.0%,2.3%,-9.4%,0.4%,-8.3%,-15.3%,-4.6%
COc1cc(C(C)=O)ccc1OCC(=O)Nc1cc(S(=O)(=O)N2CCOCC2)ccc1N1CCCC1,i,x,-7.2%,u,7.1%,0.7%,8.2%,-3.3%,-14.4%
O=C(c1ccccc1)c1nn(-c2ccccc2)c2nnc(Cc3ccccc3)c(=O)n12,i,-16.2%,u,23.1µM*,-29.8%,-0.2%,-8.6%,0.2%,-1.9%
Cc1cc(C(=O)N/N=C2\CCCC(=O)C2)c(C)n1-c1ccccc1,i,10.8%,7.1%,0.2%,u,-0.9%,6.9%,16.8%,8.6%
COC(=O)CCSC(=S)N1CCOCC1,i,4.0%,-0.1%,-4.6%,4.6%,4.0%,8.5%,11.4%,-1.7%
O=C(N/N=C/c1ccco1)C1(O)c2ccccc2-c2ccccc21,i,-21.4%,2.1%,1.0%,4.6%,0.0%,0.8%,-13.9%,-1.8%
CCC(CC)C(=O)Nc1cc(-c2cn3cccnc3n2)ccc1OC,x,x,15.6%,x,x,0.5%,-2.3%,-38.4%,x
CCCC(=O)N1CCC1(C)C(=O)NS(=O)(=O)c1ccc(Cl)cc1 (stereo not drawn),u,0.5%,x,x,x,0.3%,3.7%,-0.1%,16.0%
COc1ccc2occ(C(=O)c3ccc(N=C(C)N(C)C)cc3)c2c1,i,-4.2%,0.9%,u,4.9%,3.0%,36.4%[activator],-62.8%,12.4%
CCN(CC)C(=O)c1cc(-c2ccc(Br)cc2)on1,i,21.4%,-2.7%,27.0%,u,0.0%,22.5%,-16.2%,-3.4%
COc1ccc(CN(C(=O)COc2ccccc2)c2ccccc2C(=O)O)cc1,i,x,-3.0%,-0.3%,6.5%,-0.2%,2.9%,8.8%,1.2%
Cc1cc(-c2nc3ncccc3o2)ccc1NC(=S)NC(=O)C(C)C,i,3.8%,-4.2%,u,-12.3%,0.5%,-2.6%,-2.3%,25.9%
CCOC(=O)N1CCC(N2Cc3cccc(C(=O)N4CC(C)CC(C)C4)c3C2=O)CC1 (stereo not drawn),i,-20.7%,4.9%,-6.5%&-40.7%,-1.9%,0.0%,2.5%,-34.5%,6.1%
CC(=O)Nc1cc(C(F)(F)F)ccc1OCC1CCCO1 (stereo not drawn),i,-7.5%,-0.5%,-4.6%,u,0.0%,-5.8%,4.4%,7.1%
Cc1cc(C(=O)NCc2ccco2)c2ccccc2n1,i,7.7%,-0.4%,3.0%,0.4%,2.3%,-2.6%,0.3%,11.9%

Filtered by structure: those above containing bromine.
Compound,ATXN viability,ATXN2 expr inh,A549 viability,MCF10A rereplic,Nrf2 block,Nrf2 ARE act,TGFb inhibitor,HepG2 tox,EPAC2 antag
COC(=O)c1ccc(CNC(=O)COc2ccccc2Br)o1,i,-2.1%,0.5%,-6.6%,0.6%,2.5%,2.9%,-12.7%,11.0%
CCN(CC)C(=O)c1cc(-c2ccc(Br)cc2)on1,i,21.4%,-2.7%,27.0%,u,0.0%,22.5%,-16.2%,-3.4%

Later entries.
Compound,ATXN viability,ATXN2 expr inh,A549 viability,MCF10A rereplic,Nrf2 block,Nrf2 ARE act,TGFb inhibitor,HepG2 tox,EPAC2 antag
CCOc1cccc(C(=O)Nc2cccc(-c3nnc(-c4ccc(C)cc4)o3)c2)c1,u,u,-3.2%,3.66µM*,4.1%,-0.3%,0.0%,21.1%,1.4%
O=C(Cc1nn[nH]n1)c1ccccc1O,i,12.4%,-2.6%,-4.1%,6.4%,-0.2%,-2.3%,2.0%,2.4%
CC(C)NS(=O)(=O)c1ccc(NC(=O)C(C)OC(=O)CCC(=O)c2cccs2)cc1 (stereo not drawn),i,x,-5.4%,-0.9%,-1.4%,-0.1%,1.0%,-2.2%,0.0%
CCOc1ccc(Nc2nc3ccccc3c(=O)s2)cc1,i,9.7%,3.2%,1.4%,1.1%,-0.4%,-3.9%,14.7%,13.5%
CC(C)CCNC(=O)CCc1nnc(COc2ccccc2)o1,i,-8.0%[11.3 µM],6.8%,7.0%,21.7%,-0.1%,-9.9%,-4.0%,-1.0%
COc1ccc(/C=C/C(=O)Nc2ccc(N3CCOCC3)cc2)cc1,i,0.0%,-0.7%,-6.3%,3.3%,-0.6%,-2.2%,-0.2%,2.6%
CCn1c(C)cc(/C=C2/SC(=O)N(C(C)C(=O)OC)C2=O)c1C (stereo not drawn),i,34.9%[activator],-10.9%,u,u,3.4%,5.1%,-42.1%,3.7%
O=C(CSc1cccc2cccc(Cl)c12)NCc1cccs1,i,-14.9%,5.3%,1.5%,8.9%,4.5%,-3.8%,-3.5%,1.3%
COc1cc(NC(=O)CSc2nc(=O)n(CCN3CCOCC3)c3c2CCC3)cc(OC)c1,i,4.8%,1.2%,10.2%,-5.6%,3.4%,-5.6%,-16.6%,-4.2%
CCn1nnc(NC(=O)c2ccc(-c3ccccc3[N+](=O)[O-])o2)n1,i,53.4%[activator],-1.2%,-0.3%,u,3.4%,-16.1%,-19.0%,-1.6%
O=C(Nc1ccc(Cl)cc1)c1cnc(-c2ccccc2)nc1-c1ccccc1,i,-6.6%,-10.9%,-178.7%[0.0737 µM],-21.8%,5.7%,-16.5%,1.0%,0.7%
CCN(CC(=O)NCc1ccc(Cl)cc1)C(=O)COc1cccc(C(F)(F)F)c1,i,-1.0%,-7.6%,7.3%,2.0%,0.1%,-3.8%,-28.0%,-1.3%
Cc1cccc(NS(=O)(=O)c2cccc(C(=O)NCC(c3ccco3)N(C)C)c2)c1 (stereo not drawn),i,-2.0%,-12.9%,-0.5%,2.5%,2.3%,-16.2%,-18.9%,-7.1%
COc1ccccc1-c1nc(C#N)c(N2CCCCCC2)o1,i,2.5%,-4.1%,u,2.3%,3.7%,2.0%,-14.0%,-0.8%
O=C1NN(c2cccc(Br)c2)C(=O)/C1=C\c1ccccc1,i,-4.9%,-2.3%,u,u,-0.7%,3.1%,4.1%,4.5%
CC(C)(C)c1ccc(C(=O)N2CCC(C(=O)NC3CCCCCC3)CC2)cc1,i,25.8%,-3.8%,u,u,0.1%,-2.6%,-13.4%,-6.5%
O=C(C1CCN(S(=O)(=O)c2ccc(Br)cc2)CC1)N1CCOCC1,i,3.8%,-1.1%,-28.4%,-20.6%,-0.8%,-0.9%,-0.6%,3.1%
O=C(CSc1nnc(Cn2c(=O)sc3ccccc32)n1CCc1ccccc1)N1CCCC1,i,0.0%,1.5%,18.9%,-4.0%,-0.9%,5.8%,1.2%,9.3%
O=C(Cn1ncc2c3ccccc3n(Cc3cccc(Cl)c3)c2c1=O)NCCCc1ccccc1,x,x,-2.4%,x,0.0%,-0.3%,13.9%,9.1%,x
CCN(CC)CCNC(=O)c1ccc2c(=O)n3nc(Nc4ccccc4OC)sc3nc2c1,u,15.8µM*,14.6µM*,x,u,8.2%,u,-75.3%,x
COc1ccc(N2CCN(C(=O)C3CCN(S(=O)(=O)c4ccccc4)CC3)CC2)cc1,i,-12.9%,7.6%,-29.7%,u,-0.2%,1.4%,-13.4%,-8.4%
COc1ccc2oc(-c3cccc(NC(=O)c4sc5c([N+](=O)[O-])cccc5c4Cl)c3)nc2c1,i,-0.3%,3.4%,x,23.1%,-0.5%,3.1%,-3.9%,x
Cc1ccnc(N2CCCC(C(=O)Nc3cc(F)ccc3C)C2)n1 (stereo not drawn),i,-7.0%,-2.3%,u,x,-0.1%,-16.1%,0.3%,-3.2%
O=C(CCC(=O)N1CCCC1)Nc1nnc(C2CCCCC2)s1,i,1.8%,-12.4%,u,u,0.6%,-1.7%,-7.7%,14.7%
CCN(CC(=O)NC(C)C)C(=O)c1ccc(S(=O)(=O)N(C)c2ccccc2OC)cc1,i,4.0%,-1.6%,9.3%,-13.2%,0.3%,2.8%,-59.3%,6.1%
COc1ccccc1NC(=O)c1sc2ncn(CC(=O)N3CCC(C)CC3)c(=O)c2c1C,i,6.8%,-1.6%,4.2%,-20.2%,0.8%,-10.9%,-2.3%,5.1%
CN(Cc1nc(-c2ccccn2)no1)S(=O)(=O)c1ccccc1,i,7.6%,7.2%,-2.7%,x,0.0%,0.7%,-16.1%,2.0%
Cn1ncc([N+](=O)[O-])c1C(=O)N1CCOCC1,i,7.3%,-2.1%,1.9%,-17.6%,-0.5%,-1.7%,-9.4%,-5.3%
c1ccc([C@H]2CNCCN2CCc2cccc3ccccc23)cc1,u,0.0%,4.4%,7.2%,3.2%,6.5%,u,-77.2%,-5.2%
CC(C)(C)S(=O)(=O)c1cnc(-c2cnccn2)nc1N,i,12.7%,-5.2%,-7.8%,11.1%,0.2%,23.6%,18.2%,-3.7%
